Screening results: PubChem, National Center for Advancing Translational Sciences (NCATS)
GLP1R ag: agonists of human GLP-1 receptor | hit rate 0.007% among 380,000 | AID 624172 | P43220 | HEK293 GLP-1R CRE-luciferase, luminescence, 4-6 h; cells express a hypersensitive GLP-1R form | Potency, µM (highest dose often 45.6 µM), for inactives: at the top dose activation, hits mostly activators; further: potency means the concentration at half of the fitted maximal effect; % of control where 0% means no effect
Target sequence (P43220 whole entry, looked up): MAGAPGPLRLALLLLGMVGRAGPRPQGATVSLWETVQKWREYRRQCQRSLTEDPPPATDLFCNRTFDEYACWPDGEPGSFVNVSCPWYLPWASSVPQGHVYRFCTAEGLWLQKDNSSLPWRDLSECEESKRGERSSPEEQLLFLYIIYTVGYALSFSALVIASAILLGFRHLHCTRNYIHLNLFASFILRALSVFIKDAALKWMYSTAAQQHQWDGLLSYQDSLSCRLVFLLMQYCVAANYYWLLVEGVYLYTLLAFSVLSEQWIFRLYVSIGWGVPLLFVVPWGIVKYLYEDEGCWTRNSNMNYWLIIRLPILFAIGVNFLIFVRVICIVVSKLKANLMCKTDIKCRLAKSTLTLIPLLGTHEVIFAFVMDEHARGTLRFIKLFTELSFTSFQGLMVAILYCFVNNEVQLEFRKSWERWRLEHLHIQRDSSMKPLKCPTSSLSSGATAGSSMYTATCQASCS
PI5P4Ka inh: blocks human PI5P4K alpha kinase activity; hit rate 1.2% among 330,000; max response, %; AID 652105; PI5P4Kalpha enzyme, ADP-Glo luminescence, 60 min; hits give low values; P48426; active means max response of -50% or lower; inconclusive means between -30% and -50%; inactive means -30% or higher; further: value at the top dose of about 77 µM; on the % scale 0 is the no-effect control and ±100 the full control effect
Target sequence (P48426 whole entry, looked up): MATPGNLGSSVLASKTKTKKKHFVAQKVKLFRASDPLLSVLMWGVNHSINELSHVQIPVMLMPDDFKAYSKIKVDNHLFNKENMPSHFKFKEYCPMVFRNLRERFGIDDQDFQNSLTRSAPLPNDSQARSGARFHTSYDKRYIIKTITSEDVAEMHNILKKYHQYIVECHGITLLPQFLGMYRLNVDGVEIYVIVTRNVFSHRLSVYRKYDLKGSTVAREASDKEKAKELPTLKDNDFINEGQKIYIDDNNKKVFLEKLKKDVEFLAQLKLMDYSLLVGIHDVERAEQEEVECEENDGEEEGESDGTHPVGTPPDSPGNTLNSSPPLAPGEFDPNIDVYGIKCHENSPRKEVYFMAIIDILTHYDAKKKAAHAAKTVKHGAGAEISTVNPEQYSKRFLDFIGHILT
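qHTS, 1536-well: enzyme/substrate mix, compound by pin tool, 5 microM ATP final; RT 60 min; ADP-Glo reagents 1 (45 min) then 2 (30 min); luminescence.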
GLP-1R inv ag: inverse agonists of human GLP-1 receptor | P43220 | HEK293 GLP-1R CRE-luciferase, luminescence, 24 h; GLP-1R form is constitutively active | Potency, µM (doses to about 38.3 µM), for the others: at the top dose activity change, negative = inhibition, actives largely listed as inhibitors | hit rate 1.6% among 410,000 | AID 624417; further: potency means the concentration at half of the fitted maximal effect; on the % scale 0 is the no-effect control and ±100 the full control effect; nearly all actives have a fitted effect of over 55% in size
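Stable HEK293 clone (constitutively active GLP-1R + cAMP-response luciferase); 200 cells/uL plated, 12 h pre-culture, compound 24 hr, 37 deg C/5% CO2; detection reagent 12 min RT; luminescence.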
DRD3 agonist: D3 dopamine receptor (human) agonism; P35462; D3R DiscoveRx beta-arrestin cells, luminescence, 90 min; max activation, %; hit rate 0.58% among 410,000; in the data active means max activation above about 30%; further: 0% is about no effect; mostly tested at two doses, the higher about 12 µM
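Agonist mode: compounds and dopamine controls were applied to plated cells for 90 min at 37 degrees C after an overnight attachment at 1500 cells/well. Luminescent read-out followed 30 - 60 minutes at room temperature with DiscoveRx detection reagent.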
WRN helicase inh: WRN helicase (human) inhibition; WRN helicase unwinding, fluorescent forked duplex, kinetic; Potency, µM (top dose mostly 114 µM), for the others: at the top dose activity change, negative = inhibition, most hits filed as inhibitors; hit rate 0.46% among 360,000; further: potency means the concentration at half of the fitted maximal effect; on the % scale 0 is the no-effect control and ±100 the full control effect; nearly all actives have a fitted effect of over 55% in size
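WRN at 20 nM final preincubated with compound 15 min at room temperature; reaction started with 100 nM fluorophore/quencher forked duplex oligonucleotide and 2 mM ATP final. Unwinding followed kinetically by red fluorescence (ex 525, em 598 nm).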
GLP1R cytotox: cytotoxicity in counter-screen for GLP-1R inverse agonists; Potency, µM (top dose mostly 38.3 µM), inactives show at the highest dose activity change, negative = inhibition, actives largely listed as inhibitors; HEK293 cAMP-luciferase reporter cells, luminescence, 24 h; AID 624418; hit rate 0.13% among 410,000;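 further: loss of luciferase light is scored as toxicity; potency means the concentration at half of the fitted maximal effect; on the % scale 0 is the no-effect control and ±100 the full control effect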
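Step one: seed cells (200 cells/uL, DMEM with 10% Nu serum, 1% pen-strep). Step two: 12-hour incubation at 37 deg C. Step three: pin 23 nL compound, incubate 24 hr. Step four: add luciferase reagent, read luminescence 12 min later.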
PLK1 PBD block: inhibitors of human PLK1 polo-box domain binding. AID 720504. Potency, µM, for inactives: max response, negative = inhibition, most hits filed as inhibitors. P53350. hit rate 2.8% among 360,000. Plk1 PBD binding of FITC phosphopeptide, fluorescence polarization; further: potency means the concentration at half of the fitted maximal effect; series mostly up to about 57 µM; on the % scale 0 is the no-effect control and ±100 the full control effect; nearly all actives have a fitted effect of over 65% in size
IL2 activator: activates IL-2 in a cell-based reporter assay; IL-2 activation reporter assay, cell-based qHTS; stimulated with anti-CD3/CD4/CD28 beads; in transgenic mouse T cells; activation, % (series mostly up to about 46 µM); hit rate 0.065% among 360,000; AID 652025; in the data active means activation above about 50%; inconclusive means mostly about 30% to 49%; further: 0% is about no effect
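Unstimulated transgenic mouse T cells; 60-min compound exposure; bead-based TCR/CD4/CD28 stimulation; 18 h culture, 37 degrees C; dual fluorescence (EGFP, DsRed) plate cytometry.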
D3 antag: D3 dopamine receptor (human) antagonism | P35462 | D3R cells, DiscoveRx beta-arrestin luminescence, antagonist mode; hits give low values | max response, negative = inhibition, % | hit rate 2.5% among 360,000 | AID 652054; in the data active means max response below about -50%; inconclusive means no clear call, values can overlap the other calls; further: on the % scale 0 is the no-effect control and ±100 the full control effect; mostly tested at two doses, the higher about 12 µM
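Cells expressing the human receptor were seeded at 1500 cells/well, incubated overnight at 37 degrees C in 5% CO2, then exposed to library compounds with dopamine controls for 90 minutes at 37 degrees C before luminescent detection.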
* marks the source's active call; other numbers are inactive results; u = inconclusive; x = not tested or not shown; & = joins results of further samples; [ ] = another dose, or the depositor's remark. Unless noted, the call rests on the fitted dose curve; in most records, active means well fitted curve in the direction sought with a large enough effect; inconclusive means small, poorly fitted or top-dose-only effect, or another doubt; inactive means no such curve, though single readings can be large; an effect the other way counts as inactive or inconclusive. Only part of the results is shown, so the mix of outcomes need not match the whole.

Each structure is followed by: IL2 activator, D3 antag, PLK1 PBD block, GLP-1R inv ag, GLP1R cytotox, WRN helicase inh, PI5P4Ka inh, GLP1R ag, DRD3 agonist
CCOC(=O)C1(CCc2ccccc2)CCN(Cc2cccc3cnccc23)CC1
    -3.0, -2, -4%, u, 10%, -6%, 0, 6%, -13
CN(C)CP(=O)(O)CN(C)C=O
    24, 0, 0%, 22%, -1%, 8%, -4, -8%, 3
CC12CC[C@H]3[C@@H](CCC4(O)C[C@H](O)CCC34/C=N/NC(=O)c3ccccc3O)C1(O)CCC2C1=CC(=O)OC1 (some centres undefined)
    1.8, -11, -3%, u, u, 0%, -8, -6%, 7
COc1ccc(CC2c3cc(OC)c(OC)cc3CCN2C)cc1O (centres undefined)
    0.2, -8, -1%, 13%, 0%, 6%, 3, 3%, -21
CCCCCn1c(=O)c(C(=O)Nc2ccccc2S(N)(=O)=O)c(O)c2ccccc21
    -0.2, 0, -9%, -39%, -28%, -15%, -53*, 7%, 1
CC(C)c1ccc(NC(=O)Nc2nc(C(N)CCc3ccccc3)cs2)cc1 (centres undefined)
    -1.0, 15, 5%, u, -30%, -5%, -9, -22%, 4
COc1ccc2c(c1)CC/C(=C\c1ccc(OC)c(Cn3nc(C)cc3C)c1)C2=O
    -3.4, 0, -21%, 0%, u, u, 5, 1%, -4
CCCCCn1c(N)c(C(=O)NCCN2CCOCC2)c2nc3ccccc3nc21
    1.4, 4, -11%, u, x, -14%, 1, -27%, 0
O=C(C1c2ccccc2C(=O)N2CCc3ccccc3C12)N1CCC2(CC1)OCCO2 (centres undefined)
    -2.1, -16, -1%, 13%, 0%, 5%, x, -5%, 3
Cc1cc(C(=O)CS(=O)c2ccc(F)cc2)cc(C)c1OC(=O)N(C)C (centres undefined)
    -1.1, -9, 12µM*, 19%, -1%, 6%, -7, 2%, 3
CCOC(=O)C1=C(N)OC2=C(C(=O)CCC2)C12C(=O)Nc1ccccc12 (centres undefined)
    4.4, -4, -8%, -4%, -33%, -2%, x, 2%, -2
COC(=O)C1=C(c2ccccc2OCc2ccccc2)C[C@@H]2CC[C@H]1N2C(=O)NCc1cccc(C(F)(F)F)c1
    -3.4, 2, 3%, 10%, -11%, -9%, 14, 0%, -8
COc1ccc(Br)cc1CNCCc1cccc(Cl)c1
    -0.2, -15, -1%, u, -19%, -2%, 9, 9%, -5
Fc1ccc(NC(=S)Nc2ccccc2OC(F)F)cc1Cl
    -0.4, 12, -18%, u, u, -23%, 20, -11%, 4
CCN(CC)C(=O)c1ccc(NC(=O)CSc2nnnn2-c2cc(OC)ccc2OC)cc1
    -1.0, -13, -8%, 12%, 2%, -5%, x, 10%, 2
CN1C(=O)/C(=C\c2ccc(N3CCCCCC3)cc2)C(=O)NC1=S
    0.4, 4, 2.1µM*, -10%, 2%, -17%, -56*, 2%, 0
CC(C)(C)c1nc(N2CCN(C(=O)c3ccco3)CC2)c2nnn(Cc3ccccc3)c2n1
    -0.9, 10, -10%, u, u, -13%, -1, -1%, 18
COC(=O)C1=C(c2ccc3ccccc3c2)C[C@@H]2CC[C@H]1N2C(=O)NC1Cc2ccccc2C1
    -0.7, -26, -2%, u, -14%, 2%, 5, 6%, -2
CCCCn1c(O)c(C=NCCCN(CC)CC)c(=O)[nH]c1=O
    0.5, 17, -4%, 5%, -7%, -3%, -15, -5%, 1
O=C(C[n+]1ccn(CCCNP2(=O)C=C(c3ccccc3)OC(c3ccccc3)=C2)c1)c1ccccc1
    -0.9, -23, -5%, -2%, 12%, -5%, 1, -1%, -10
O=C1C(=O)c2ccccc2-c2ccccc21
    -0.7, -67*, -20%, u, u, -30%, -5, -12%, -72
CC1=NN(Cc2c[nH]c3ccccc23)C(C)(C)C1
    -2.2, 6, -2%, -13%, 0%, -3%, 7, 14%, -1
CCOP(=O)(OCC)c1ccc(OP(=O)(c2cccc([N+](=O)[O-])c2)c2cccc([N+](=O)[O-])c2)cc1
    2.0, -15, -19%, 4%, 17%, u, -8, 4%, -19
Cc1cc(C(=O)N2CCC3(CC2)OCCO3)cs1
    -1.4, -13, -9%, 12%, 0%, 1%, x, -12%, 4
COc1ccc(NC(=O)c2cccn(Cc3ccc(Cl)cc3)c2=O)c(OC)c1
    x, x, x, u, -16%, x, x, -4%, 16
Cc1ccc(NC(=O)c2ncn(CCCNCCN3CCOCC3)n2)cc1C
    0.9, 0, -13%, 6%, 18%, -6%, 0, -1%, 15
c1cc2c(cc1C1OCC3C(c4ccc5c(c4)OCO5)OCC13)OCO2 (centres undefined)
    0.1, 2, -5%, u, -2%, 1%, -3, -2%, 14
Cc1ccccc1C(CC(=O)c1cccs1)C(C#N)C#N (centres undefined)
    -0.5, -16, -2%, u, u, -3%, -2, -28%, -6
COc1ccccc1NP1(=O)OCC(C)([N+](=O)[O-])CO1 (centres undefined)
    0.5, 8, -2%, 12%, -11%, 6%, 6, -2%, 5
COc1ccc(CN2Cc3cc(N4CCCCC4)ccc3-n3nncc3C2)cc1
    -0.3, -8, 2%, 18%, 4%, 0%, -3, 27%, 1
C(#CCN1CCOCC1)COCC#Cc1ccccc1
    2.3, -24, -1%, 0%, -10%, -20%, x, 5%, -20
CCCn1c(=O)n(C)c(=O)c2c(SCC(=O)NC34CC5CC(CC(C5)C3)C4)nc(CC(C)C)nc21
    1.7, 0, 30µM*, 0%, -20%, 4%, 0, -5%, -2
COC(=O)C1=C(c2c(C)noc2C)C[C@@H]2CC[C@H]1N2C(=O)NC(C)C
    0.5, 5, 1%, 0%, -2%, -7%, 21, -4%, 0
CC(=O)c1c(C)n(C2CCCCC2)c2ccc(O)cc12
    -0.5, -9, -11%, u, -10%, 13%[57.1 µM], 14, 1%, 2
Cc1ccc(C(=O)NC(=S)NNS(=O)(=O)c2ccc(C)cc2)cc1
    1.0, -26, -27%, 16%, 17%[1.53 µM], u, -5, 2%, -8
Brc1ccccc1
    0.3, 24, -13%, 27%, 12%, 5%, -1, 5%, -6
Cc1nnc(NC(=O)c2cccn(Cc3ccccc3F)c2=O)s1
    x, x, x, 10%, -7%, x, x, -1%, -4
CC[C@@H](CO)NC(=O)[C@@H]1C=C2c3cccc4[nH]cc(c34)C[C@H]2N(C)C1
    -0.6, -17, -18%, 19%, 23%, -9%, -7, 0%&20%, 33*
Cc1ccc([N+](=O)[O-])cc1
    0.3, 23, 1%, 13%, -19%, 5%, 2, 0%, 17
O=C(O)c1ccc[nH]c1=S
    -2.9, -14, u, 34%[activator], 4%, -13%, -2, 2%, 5
CCC1CN1P(=O)(Oc1ccc(Cl)cc1)N1CC1CC (centres undefined)
    1.0, -8, -2%, u, 20%, -27%, 7, -3%, 1
COc1ccc(-n2nnnc2C(c2ccccc2)N2CCC3(CC2)C(=O)NCN3c2ccccc2)cc1 (centres undefined)
    0.3, 9, 0%, u, -29%, -5%, -5, 7%, -3
Cc1ccc(NC2=NCCCS2)c(C)c1C
    -1.4, 19, -6%, u, -7%, 5%, 2, 0%, -13
Clc1ccc(CSC(Cn2ccnc2)c2ccc(Cl)cc2Cl)cc1 (centres undefined)
    -0.7, x, -6%, u, 1%, -4%, 4, -5%, x
Cc1cc(-c2ccco2)n2c(nc3ccccc32)c1C#N
    1.1, -4, 11µM*, 4%, 38%[activator], -2%, u, 2%, 1
O=C(Cc1ccccc1)NCC(=O)N/N=C/c1ccc([N+](=O)[O-])s1
    0.2, -24, -7%, u, u, -1%, 0, 1%, 3
CCCCC(=O)N/N=C/c1c(O)n(CCc2ccccc2)c(=O)[nH]c1=O
    0.0, -23, -8%, 7%, -4%, 1%, -58*, 2%, -17
COc1ccc(CC(=O)NC(=S)NNC(=O)COc2c(C)cccc2C)cc1
    8.7, u, u, 14%, 8%, u, -22, -22%, -9
Cc1c(N=Cc2c(O)n(C3CCCCC3)c(=O)[nH]c2=O)c(=O)n(-c2ccccc2)n1C
    62*, u, -9%, -10%, 55%[activator], -6%, -11, -1%, -8

10 of these compounds, set out differently.
SMILES,IL2 activator,D3 antag,PLK1 PBD block,GLP-1R inv ag,GLP1R cytotox,WRN helicase inh,PI5P4Ka inh,GLP1R ag,DRD3 agonist
Cc1nnc(NC(=O)c2cccn(Cc3ccccc3F)c2=O)s1,x,x,x,10%,-7%,x,x,-1%,-4
CC[C@@H](CO)NC(=O)[C@@H]1C=C2c3cccc4[nH]cc(c34)C[C@H]2N(C)C1,-0.6,-17,-18%,19%,23%,-9%,-7,0%&20%,33*
Cc1ccc([N+](=O)[O-])cc1,0.3,23,1%,13%,-19%,5%,2,0%,17
O=C(O)c1ccc[nH]c1=S,-2.9,-14,u,34%[activator],4%,-13%,-2,2%,5
CCC1CN1P(=O)(Oc1ccc(Cl)cc1)N1CC1CC (centres undefined),1.0,-8,-2%,u,20%,-27%,7,-3%,1
COc1ccc(-n2nnnc2C(c2ccccc2)N2CCC3(CC2)C(=O)NCN3c2ccccc2)cc1 (centres undefined),0.3,9,0%,u,-29%,-5%,-5,7%,-3
Cc1ccc(NC2=NCCCS2)c(C)c1C,-1.4,19,-6%,u,-7%,5%,2,0%,-13
Clc1ccc(CSC(Cn2ccnc2)c2ccc(Cl)cc2Cl)cc1 (centres undefined),-0.7,x,-6%,u,1%,-4%,4,-5%,x
Cc1cc(-c2ccco2)n2c(nc3ccccc32)c1C#N,1.1,-4,11µM*,4%,38%[activator],-2%,u,2%,1
O=C(Cc1ccccc1)NCC(=O)N/N=C/c1ccc([N+](=O)[O-])s1,0.2,-24,-7%,u,u,-1%,0,1%,3
